Screening results (PubChem BioAssay)
A3A deaminase – APOBEC3A ssDNA deaminase inhibitors, primary screen, selectivity assay for APOBEC3G inhibitor project, biochemical, FAM/TAMRA oligo cleavage fluorescence; DNA dC->dU-editing enzyme APOBEC-3A (Homo sapiens), P31941; recombinant A3A, FAM/TAMRA ssDNA deamination fluorescence; inhibition, % at 20 µM; actives 0.41% (n = 330,000);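 active = at least 40% inhibition at 20 µM here, with at most 30% in a related deaminase screen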;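 note: plate controls were A3A with DMSO for no effect and wells lacking A3A enzyme for full effect; some results filed as inactive read as strong as hits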
Target sequence (P31941 whole entry, looked up): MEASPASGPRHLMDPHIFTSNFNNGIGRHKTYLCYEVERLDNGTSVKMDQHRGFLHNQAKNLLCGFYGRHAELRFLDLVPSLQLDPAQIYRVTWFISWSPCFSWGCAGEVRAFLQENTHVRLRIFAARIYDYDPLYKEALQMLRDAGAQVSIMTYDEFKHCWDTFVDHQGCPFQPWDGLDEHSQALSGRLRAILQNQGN
MPTP inh – mitochondrial permeability transition pore inhibitors, primary screen, biochemical, isolated mouse mitochondria, absorbance | Ca2+ swelling absorbance, 30 min | inhibition, % at 10 µM | actives 1.4% (n = 360,000);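 active = inhibition of 50% or more, scaled per plate between neutral and stimulator controls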;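 note: 0% = DMSO wells given calcium and 100% = 1 mM EGTA wells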
APOBEC3G inh – APOBEC3G DNA deaminase inhibitors, primary screen, biochemical, fluorescence, single-stranded DNA substrate, uHTS; DNA dC->dU-editing enzyme APOBEC-3G (Homo sapiens), Q9HC16; recombinant A3G, ssDNA deamination FAM/TAMRA fluorescence; inhibition, % at 20 µM; actives 0.28% (n = 330,000);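 active = inhibition of at least 40% at 20 µM, with no more than 30% in the related APOBEC3A deaminase screen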;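 note: plate controls were DMSO wells with A3G for no effect and wells lacking A3G enzyme for full effect; some compounds called inactive have numbers as strong as hits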
Gli-Sufu block – Gli-Sufu pathway antagonists, primary screen, luciferase luminescence, Sufu-KO-LIGHT cells, uHTS. inhibition, % at 5 µM. actives 0.74% (n = 340,000). Sufu-KO-LIGHT fibroblasts, Gli luciferase reporter luminescence;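 active = inhibition above about 55%, limit read from the data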;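 note: 0% = DMSO-treated cells and 100% = wells with medium but no cells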
CCR6 antag – CCR6 receptor antagonists, primary screen, cell-based, CHO-K1, luminescence, beta-arrestin, uHTS; CHO-K1 CCR6 PathHunter beta-arrestin, CCL20-stimulated; inhibition, % at 20 µM; C-C chemokine receptor type 6 (Homo sapiens), P51684; actives 0.49% (n = 340,000);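 active = compounds whose inhibition of the agonist-driven luminescence signal at 20 µM reaches about 50%, limit read from the data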;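 note: cells stimulated with CCL20 at 14 nM final; plate controls were DMSO with CCL20 for no effect and DMSO without agonist for full effect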
Target sequence (P51684 whole entry, looked up): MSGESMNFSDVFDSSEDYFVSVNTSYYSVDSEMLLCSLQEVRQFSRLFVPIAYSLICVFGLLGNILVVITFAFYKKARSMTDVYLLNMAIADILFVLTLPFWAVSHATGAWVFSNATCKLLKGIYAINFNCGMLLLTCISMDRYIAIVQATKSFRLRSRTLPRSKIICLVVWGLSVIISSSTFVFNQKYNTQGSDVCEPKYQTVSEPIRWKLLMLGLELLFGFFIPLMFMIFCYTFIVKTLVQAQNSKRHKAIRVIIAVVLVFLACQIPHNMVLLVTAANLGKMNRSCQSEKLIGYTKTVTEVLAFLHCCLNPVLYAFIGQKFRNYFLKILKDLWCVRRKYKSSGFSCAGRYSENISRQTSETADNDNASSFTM
NR3A LBD binder – binders of NR3A ligand-binding domain, primary screen, biophysical, differential scanning fluorimetry, uHTS | NR3A LBD differential scanning fluorimetry, Tm shift; 0% = protein alone, 100% = glycine-bound protein | Tm shift relative to glycine control, % at 25 µM | actives 2.5% (n = 340,000) | Glutamate receptor ionotropic, NMDA 3A (GRIN3A) ligand-binding domain;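 active = melting temperature shift of at least 10% of the positive control shift, at one fixed dose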
CXCR6 block – CXCR6 receptor inhibitors, primary screen, cell-based, beta-arrestin, luminescence, CHO-K1 PathHunter, 1536-well; C-X-C chemokine receptor type 6 (Homo sapiens), O00574; inhibition, % at 20 µM; actives 0.36% (n = 360,000); in the data active = inhibition above about 34%, passing the limit was not always enough;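 note: antagonist mode with CXCL16 agonist at 10 nM final; 0% = 10 nM CXCL16 with DMSO and 100% = unstimulated wells without agonist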
Target sequence (O00574 whole entry, looked up): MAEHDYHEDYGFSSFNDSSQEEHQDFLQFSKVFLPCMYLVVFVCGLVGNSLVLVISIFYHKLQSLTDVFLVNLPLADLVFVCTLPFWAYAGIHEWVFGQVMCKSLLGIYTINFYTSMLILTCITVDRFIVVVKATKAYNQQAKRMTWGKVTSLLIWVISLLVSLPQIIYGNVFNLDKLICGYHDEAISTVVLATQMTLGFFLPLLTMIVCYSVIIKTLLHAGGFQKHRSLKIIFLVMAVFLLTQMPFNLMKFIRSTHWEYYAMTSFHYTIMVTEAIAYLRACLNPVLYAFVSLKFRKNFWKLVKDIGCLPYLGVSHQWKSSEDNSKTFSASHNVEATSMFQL
EBI2 antag – EBI2 receptor antagonists, beta-arrestin recruitment, primary screen, cell-based, luminescence, 7a,25-OHC stimulation, uHTS; 7a,25-OHC stimulated; inhibition, % at 5 µM; actives 0.81% (n = 360,000); AID 651636, 2012; in the data active = inhibition above about 38%;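 note: enzyme fragment complementation signal reports receptor beta-arrestin coupling in cells; 0% = agonist plus DMSO wells and 100% = wells without agonist; some results beyond the cut were filed as inactive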
An asterisk follows results filed as active; & = joins results of further samples. Rows were taken by chance. About 5.8% of those tested had a hit in this group.

Results for C/C(CS(=O)(=O)c1ccccc1)=N\O ?
A3A deaminase: -4; MPTP inh: 0.3; APOBEC3G inh: -6; Gli-Sufu block: 4; CCR6 antag: 1; NR3A LBD binder: 1; CXCR6 block: -8; EBI2 antag: -4

Results for Cc1cc(/C(N)=N/OC(=O)Nc2ccc(Cl)cc2)no1 ?
A3A deaminase: -5; MPTP inh: 57*; APOBEC3G inh: -11; Gli-Sufu block: -40; CCR6 antag: -4; NR3A LBD binder: 9; CXCR6 block: 0; EBI2 antag: -9

How did Cc1cc(N=Nc2ccccc2)c(NCC(O)C(O)C(O)CO)cc1C (centres undefined) do in these assays?
A3A deaminase: 8; MPTP inh: 3.6; APOBEC3G inh: -3; Gli-Sufu block: 4; CCR6 antag: 31; NR3A LBD binder: 2; CXCR6 block: 25; EBI2 antag: 3

Results for COC(=O)CCC(=O)Nc1ccc2oc3c(c2c1)CCCC3 ?
A3A deaminase: -1; MPTP inh: 2.1; APOBEC3G inh: -8; Gli-Sufu block: -18; CCR6 antag: -3; NR3A LBD binder: -2; CXCR6 block: -9; EBI2 antag: 6

What do the screens show for `Cc1cccc(NC(=O)CN2C(=O)CNC2=O)c1`?
A3A deaminase: -1; MPTP inh: -2.6; APOBEC3G inh: -6; Gli-Sufu block: -18; CCR6 antag: 6; NR3A LBD binder: -6; CXCR6 block: -9; EBI2 antag: 5

What do the screens show for `Nc1c(N(CCC2=CCCCC2)C(=O)C2CC2)c(=O)[nH]c(=O)n1Cc1ccccc1`?
A3A deaminase: 0; MPTP inh: 1.5; APOBEC3G inh: -1; Gli-Sufu block: 0; CCR6 antag: 4; NR3A LBD binder: 2; CXCR6 block: 1; EBI2 antag: -6

Results for CC(CN(C)C)CN1c2ccccc2CCc2ccccc21 (centres undefined) ?
A3A deaminase: 4; MPTP inh: 1.6; APOBEC3G inh: 3; Gli-Sufu block: 18; CCR6 antag: 9; NR3A LBD binder: 2; CXCR6 block: -3; EBI2 antag: 1

Results for Cc1ccc(S(=O)(=O)N2CCOCC2)cc1C(=O)Nc1ccc(C(N)=O)cc1 ?
A3A deaminase: -2; MPTP inh: -0.2; APOBEC3G inh: -4; Gli-Sufu block: 7; CCR6 antag: -11; NR3A LBD binder: 0; CXCR6 block: -10; EBI2 antag: 1

What do the screens show for `Clc1cc(Br)ccc1OCCOCCOc1cccc2cccnc12`?
A3A deaminase: 3; MPTP inh: -2.1; APOBEC3G inh: 2; Gli-Sufu block: 6; CCR6 antag: -4; NR3A LBD binder: -28; CXCR6 block: 2; EBI2 antag: 10

How did O=C1c2ccccc2C(=O)N1Cc1nc2ccccc2c(=O)n1Cc1ccco1 do in these assays?
A3A deaminase: -6; APOBEC3G inh: -4; Gli-Sufu block: 7; CCR6 antag: 5; NR3A LBD binder: 0

How did Cc1ccc2oc(=O)c3cc(C(=O)NCCCN4C(C)CCCC4C)sc3c2c1 (centres undefined) do in these assays?
A3A deaminase: 0; MPTP inh: -0.6; APOBEC3G inh: -1; Gli-Sufu block: 28; CCR6 antag: 38; NR3A LBD binder: -2; CXCR6 block: 6; EBI2 antag: -3

What do the screens show for `Cc1c(Cl)cccc1NC(=S)N(CCN(C)C)C(C)c1ccco1` (centres undefined)?
A3A deaminase: 5; MPTP inh: 0.9; APOBEC3G inh: -6; Gli-Sufu block: -3; CCR6 antag: 13; NR3A LBD binder: 1; CXCR6 block: 0; EBI2 antag: 6

How did C=CCSc1nc(C)cc(C(=O)OCC)c1C#N do in these assays?
A3A deaminase: 2; MPTP inh: 1.3; APOBEC3G inh: -6; Gli-Sufu block: 4; CCR6 antag: 21; NR3A LBD binder: -1; CXCR6 block: 1; EBI2 antag: 7

How did Cc1cc(C(=O)COc2ccccc2C#N)c(C)n1C1CC1 do in these assays?
A3A deaminase: -4; MPTP inh: -0.2; APOBEC3G inh: -4; Gli-Sufu block: -13; CCR6 antag: 10; NR3A LBD binder: -5; CXCR6 block: 1; EBI2 antag: 4

How did COc1ccc(NS(=O)(=O)c2ccc(C)c(C(=O)N(C)CC(=O)Nc3cccc(OC)c3)c2)cc1 do in these assays?
A3A deaminase: 2; MPTP inh: -0.5; APOBEC3G inh: -1; Gli-Sufu block: 2; CCR6 antag: 9; NR3A LBD binder: 3; CXCR6 block: 1; EBI2 antag: 2

Results for CC(=O)c1ccc(S(=O)(=O)N2CCN(CCOc3ccccc3)CC2)cc1 ?
A3A deaminase: -1; MPTP inh: -2.0; APOBEC3G inh: -1; Gli-Sufu block: 3; CCR6 antag: 10; NR3A LBD binder: 3; CXCR6 block: -2; EBI2 antag: 20

How did C=CCOc1ccccc1CNn1nnnc1N do in these assays?
A3A deaminase: 2; MPTP inh: -1.1; APOBEC3G inh: -2; Gli-Sufu block: -7; CCR6 antag: -14; NR3A LBD binder: 2; CXCR6 block: -2; EBI2 antag: -9

How did O=C(c1ccccc1N(Cc1ccccc1)S(=O)(=O)c1ccccc1)N1CCOCC1 do in these assays?
A3A deaminase: -6; MPTP inh: -0.7; APOBEC3G inh: -9; Gli-Sufu block: 22; CCR6 antag: -2; NR3A LBD binder: -4; CXCR6 block: -7; EBI2 antag: 2

Results for CCn1cc(CN2CCCC(C(=O)Nc3cccc(-n4cccn4)c3)C2)c(C)n1 (centres undefined) ?
A3A deaminase: -2; MPTP inh: 0.4; APOBEC3G inh: -6; Gli-Sufu block: 20; CCR6 antag: 10; NR3A LBD binder: 2; CXCR6 block: 5; EBI2 antag: 0

How did Cc1ccc2c(c1)c(=O)c1c3n2CCN(C(=O)CCl)C3CC1 (centres undefined) do in these assays?
A3A deaminase: 7; MPTP inh: -2.6; APOBEC3G inh: 30; Gli-Sufu block: 0; CCR6 antag: -4; NR3A LBD binder: -3; CXCR6 block: 1; EBI2 antag: -21

2 compounds drawn at random from the list so far, as already listed:
How did Cc1cc(C(=O)COc2ccccc2C#N)c(C)n1C1CC1 do in these assays?
A3A deaminase: -4; MPTP inh: -0.2; APOBEC3G inh: -4; Gli-Sufu block: -13; CCR6 antag: 10; NR3A LBD binder: -5; CXCR6 block: 1; EBI2 antag: 4

How did O=C(c1ccccc1N(Cc1ccccc1)S(=O)(=O)c1ccccc1)N1CCOCC1 do in these assays?
A3A deaminase: -6; MPTP inh: -0.7; APOBEC3G inh: -9; Gli-Sufu block: 22; CCR6 antag: -2; NR3A LBD binder: -4; CXCR6 block: -7; EBI2 antag: 2

Other results follow:
How did Cc1cc(OCCN2CCOCC2)ccc1[N+](=O)[O-] do in these assays?
A3A deaminase: 0; MPTP inh: -0.9; APOBEC3G inh: -6; Gli-Sufu block: -35; CCR6 antag: 12; NR3A LBD binder: -3; CXCR6 block: 7; EBI2 antag: -1

How did O=c1[nH]c2cccc(Cl)c2n(CCNc2ncc(C(F)(F)F)cc2Cl)c1=O do in these assays?
A3A deaminase: -4; MPTP inh: 1.1; APOBEC3G inh: -6; Gli-Sufu block: 7; CCR6 antag: 9; NR3A LBD binder: -10; CXCR6 block: -4; EBI2 antag: -2

Results for COc1cc(C#Cc2c(-c3ccccc3OC)oc3ccccc23)cc(OC)c1 ?
A3A deaminase: 8; MPTP inh: 1.1; APOBEC3G inh: -5; Gli-Sufu block: -11; CCR6 antag: 8; NR3A LBD binder: -1; CXCR6 block: -4; EBI2 antag: 2

What do the screens show for `O=C(CNC(=O)c1ccc(OC(F)F)cc1)NCc1ccccn1`?
A3A deaminase: 1; MPTP inh: 1.0; APOBEC3G inh: -7; Gli-Sufu block: -7; CCR6 antag: 9; NR3A LBD binder: 0; CXCR6 block: 8; EBI2 antag: -6

Results for CCOc1ccccc1CNC(=O)C1CCN(c2nn3c(=O)cc(C)nc3s2)CC1 ?
A3A deaminase: -11; MPTP inh: -2.2; APOBEC3G inh: -4; Gli-Sufu block: 2; CCR6 antag: 1; NR3A LBD binder: -1; CXCR6 block: -1; EBI2 antag: -6

What do the screens show for `COc1ccc(NC(=O)/C(C#N)=C/c2c(C)nn(-c3ccc(F)cc3)c2Cl)cc1OC`?
A3A deaminase: -1; MPTP inh: 6.4; APOBEC3G inh: -4; Gli-Sufu block: 1; CCR6 antag: 12; NR3A LBD binder: -11; CXCR6 block: -2; EBI2 antag: 70*

Results for CC1CCc2c(sc(NC(=O)C3c4ccccc4Oc4ccccc43)c2C(N)=O)C1 (centres undefined) ?
A3A deaminase: 1; MPTP inh: 1.6; APOBEC3G inh: -8; Gli-Sufu block: 1; CCR6 antag: 6; NR3A LBD binder: 2; CXCR6 block: 4; EBI2 antag: 5

Results for CCn1c(SCC(=O)Nc2nc3ccccc3s2)nnc1-c1ccc(Br)cc1 ?
A3A deaminase: -1; MPTP inh: 2.8; APOBEC3G inh: -4; Gli-Sufu block: 8; CCR6 antag: 10; NR3A LBD binder: 0; CXCR6 block: -1; EBI2 antag: -4

What do the screens show for `COc1ccc(C(C(=O)NC2CCCCC2)N(C(=O)c2sc(C)nc2C)c2ccc(OC)cc2)cc1` (centres undefined)?
A3A deaminase: -2; MPTP inh: 0.3; APOBEC3G inh: -3; Gli-Sufu block: 6; CCR6 antag: -3; NR3A LBD binder: 0; CXCR6 block: 5; EBI2 antag: 7

Results for S=C(Nc1ccc(Cl)c(Cl)c1)N1CCN(c2ccccn2)CC1 ?
A3A deaminase: 0; MPTP inh: 1.4; APOBEC3G inh: -7; Gli-Sufu block: 19; CCR6 antag: 3; NR3A LBD binder: 11*; CXCR6 block: 2; EBI2 antag: -8

Results for CC(=O)c1cc2c(cc1NC(=O)C1CCC1)OCO2 ?
A3A deaminase: -2; MPTP inh: 1.2; APOBEC3G inh: -6; Gli-Sufu block: -10; CCR6 antag: 16; NR3A LBD binder: -3; CXCR6 block: -3; EBI2 antag: -3

Results for Cc1ccc(C(=O)Nc2nc(=O)[nH]s2)cc1 ?
A3A deaminase: 2&0; MPTP inh: 0.0&0.5; APOBEC3G inh: 0&1; Gli-Sufu block: -7&0; CCR6 antag: 6&4; NR3A LBD binder: -1&-2; CXCR6 block: -5&-4; EBI2 antag: -4&-3

What do the screens show for `S=C1NNC2(CC3CC2C2CCCC32)NN1` (centres undefined)?
A3A deaminase: -5; MPTP inh: -1.7; APOBEC3G inh: -2; Gli-Sufu block: 5; CCR6 antag: 25; NR3A LBD binder: 1; CXCR6 block: 10; EBI2 antag: -10

Results for CC[C@]12c3[nH]c4cc(CCC(=O)N(C)C)ccc4c3CCN1C(=O)[C@@H](CC(=O)NCc1ccc(OC)c(OC)c1)C[C@@H]2C(=O)N1CCN(C(=O)c2ccco2)CC1 ?
A3A deaminase: 0; MPTP inh: -0.9; APOBEC3G inh: -2; Gli-Sufu block: 4; CCR6 antag: 6; NR3A LBD binder: 0; CXCR6 block: -10; EBI2 antag: -3

Results for CCc1ccc(NC(=O)C(CC)Sc2nc3cc4c(cc3c(=O)n2Cc2ccco2)OCO4)cc1 (centres undefined) ?
A3A deaminase: -5; MPTP inh: 5.1; APOBEC3G inh: -6; Gli-Sufu block: -17; CCR6 antag: 7; NR3A LBD binder: 2; CXCR6 block: 4; EBI2 antag: 9

What do the screens show for `Cc1nc(C)n(C(=O)N(c2ccccc2)c2ccccc2)n1`?
A3A deaminase: 0; MPTP inh: -1.7; APOBEC3G inh: 0; Gli-Sufu block: 1; CCR6 antag: 8; NR3A LBD binder: -1; CXCR6 block: 6; EBI2 antag: 6
